# Assay outcomes from PubChem.
# RAD52 anneal inh – RAD52 DNA annealing inhibitors, primary screen, biochemical, FRET, single point, set 2; inhibition, % at 18.7 µM; 0.46% of 360,000 active; recombinant RAD52 DNA annealing, FRET fluorescence; DNA repair protein RAD52 homolog (Homo sapiens), P43351; AID 651710, 2012;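 active = every replicate showing at least 50% inhibition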
# Target sequence (P43351 whole entry, looked up): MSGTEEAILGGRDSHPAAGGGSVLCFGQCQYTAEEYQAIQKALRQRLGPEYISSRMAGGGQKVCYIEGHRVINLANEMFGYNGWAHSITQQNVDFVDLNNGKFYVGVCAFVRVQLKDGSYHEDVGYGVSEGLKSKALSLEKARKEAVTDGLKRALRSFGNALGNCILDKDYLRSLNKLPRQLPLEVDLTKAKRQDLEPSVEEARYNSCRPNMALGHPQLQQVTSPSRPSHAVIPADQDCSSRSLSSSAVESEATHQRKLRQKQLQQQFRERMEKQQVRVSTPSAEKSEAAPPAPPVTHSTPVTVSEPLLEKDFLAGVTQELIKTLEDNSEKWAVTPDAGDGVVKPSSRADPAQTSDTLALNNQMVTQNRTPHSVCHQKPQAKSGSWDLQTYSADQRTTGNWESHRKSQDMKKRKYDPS
# ARNT-TACC3 inh – disruptors of ARNT/TACC3 protein interaction, primary screen, biochemical, AlphaScreen, single concentration; AID 623870, 2012; Transforming acidic coiled-coil-containing protein 3 (Homo sapiens), Q9Y6A5; AlphaScreen His-ARNT PAS-B/GST-TACC3 binding, luminescence; TACC3 fragment carries E629A point mutation; 0.66% of 390,000 active; inhibition, % at 9.99 µM;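 active = mean inhibition of replicates at least 50% and at least half of replicates each reaching 50%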;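 note: 0% = complete ARNT plus TACC3 wells and 100% = ARNT alone without TACC3; many hits fall short of the cut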
# PglD DTNB – C. jejuni PglD acetyltransferase inhibitors, primary screen, biochemical, DTNB colorimetric, single point. UDP-N-acetylbacillosamine N-acetyltransferase PglD (Campylobacter jejuni). purified PglD enzyme, DTNB colorimetric CoA detection. inhibition, % at 12.5 µM. 0.098% of 360,000 active. AID 602405, 2012; in the data active = inhibition above about 16%, passing the limit was not always enough; note: strong numbers were not always called active
# Casp6 inh – human caspase-6 inhibitors, primary screen, biochemical, VEID-R110 fluorescence, single point, set 2; 0.53% of 350,000 active; purified caspase-6, Z-VEID-R110 cleavage fluorescence; inhibition, % at 12.5 µM;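 active = mean inhibition across replicates at least about 35%, with every replicate also reaching that limit, limit read from the data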;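 note: 0% = median of neutral control wells and 100% = no fluorescence left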
# ERp5 inh – inhibitors of ERp5-driven insulin aggregation, primary screen, biochemical, turbidity, absorbance 650 nm, single point; 90 min; inhibition, % at 9.99 µM; 0.05% of 350,000 active; AID 651711, 2012;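 active = mean replicate inhibition above about 25%, with every replicate also reaching it, limit read from the data, passing the limit was not always enough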
# Target sequence (Q15084 whole entry, looked up): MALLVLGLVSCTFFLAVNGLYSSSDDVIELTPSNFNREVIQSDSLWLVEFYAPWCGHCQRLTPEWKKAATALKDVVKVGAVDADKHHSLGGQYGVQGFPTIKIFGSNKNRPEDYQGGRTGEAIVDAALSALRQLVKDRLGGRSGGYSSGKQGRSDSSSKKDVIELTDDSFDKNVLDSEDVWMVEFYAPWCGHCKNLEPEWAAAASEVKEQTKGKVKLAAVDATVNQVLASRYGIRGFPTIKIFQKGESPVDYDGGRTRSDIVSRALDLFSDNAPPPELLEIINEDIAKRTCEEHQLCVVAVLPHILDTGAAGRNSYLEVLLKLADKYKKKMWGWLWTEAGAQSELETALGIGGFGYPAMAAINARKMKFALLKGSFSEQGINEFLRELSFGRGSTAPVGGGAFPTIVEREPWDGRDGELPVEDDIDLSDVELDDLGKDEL
# RAD54 inh – inhibitors of human RAD54 branch migration, primary screen, biochemical, fluorescence, single point | inhibition, % at 10.4 µM | 0.14% of 360,000 active | RAD54 Holliday junction branch migration, FAM/BHQ fluorescence | DNA repair and recombination protein RAD54-like (Homo sapiens), Q92698;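 active = mean normalized replicate activity at least 40 and at least half of replicates scoring 40 or more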;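 note: 0% = median of neutral control wells and 100% = median of positive control wells; inhibitors cause a drop in the FAM fluorescence signal; in these data hits start at about 50%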
# E-selectin induc – E-selectin induction in HUVECs, primary screen, imaging, HUVEC, immunofluorescence imaging, single point | 0.37% of 260,000 active | AID 686992, 2013 | P16581 | activation, % at 7.58 µM | normalized: neutral wells 0, TNF-alpha wells 100;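 active = mean E-selectin-positive cell signal at least 10% of the positive control, reached in at least 60% of replicates, without over 20% cell loss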;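 note: in these data hits start at about 27%; measured in HUVEC primary endothelial cells; signal is the percent of cells scored E-selectin positive by PE staining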
#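 Assay system: HUVEC, human umbilical vein endothelial cells / Amount: 3,000 HUVEC/well / Controls: TNF-alpha positive control, DMSO neutral control / Compound dosing: single concentration / Medium: EGM-2 over gelatin coat / Evaluation: percent E-selectin-positive cells / Signal: immunofluorescence imaging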
# esBAF inh – Bmi1 luciferase reporter increase in mESCs, primary screen, esBAF inhibitor project, mouse ES cells, Bmi1 luciferase knock-in, single point. reporter increase, % at 12.5 µM. 2% of 350,000 active. 24 h; 100% = twice the neutral-well signal; in the data active = activation above about 40%;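 note: 0% = median of the plate's neutral control wells and 100% = double that signal; a rise in the Bmi1 reporter signal indicates esBAF inhibition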
# * hit, by the source's call; i = inactive; . = not tested or not shown.
1) C[C@H](CO)N1C[C@H](C)[C@@H](CN(C)C(=O)Nc2cc(F)ccc2F)Oc2cc(-c3cccc(C#N)c3)ccc2S1(=O)=O
2) CCCCCCC1C(C#N)=C(N)OC2=C1C(=O)CCC2 (centres undefined)
3) CC#CCN(CC#CC)S(=O)(=O)c1ccc(-n2cnnn2)c(OC)c1
4) COc1ccc(OC)c(NC(=O)Cn2c(C)nc3ccccc3c2=O)c1
5) O=C(NC(=O)c1c(F)cccc1F)O/N=C1\CCCc2occc21
entry no.,1,2,3,4,5
RAD52 anneal inh,-10,-100,.,5,-5
ARNT-TACC3 inh,29,-7,-2,-6,-7
PglD DTNB,-2,-1,-2,.,4
Casp6 inh,2,2,.,-1,3
ERp5 inh,4,-1,.,-1,5
RAD54 inh,3,13,-3,.,6
E-selectin induc,0.5,0.9,.,.,0.1
esBAF inh,-9,-6,-1,-2,7

6) Cc1ccc(S(=O)(=O)N(C)C[C@@H]2Oc3ccc(NC(=O)Cc4ccccc4)cc3C(=O)N([C@@H](C)CO)C[C@H]2C)cc1
7) CCOC(=O)NC(=S)Nc1cccc(C)n1
8) Cc1c(NC(=O)Nc2cccs2)cccc1[N+](=O)[O-]
9) Cn1c(=O)[nH]c(=O)c2c1nc(SCC(O)CCl)n2Cc1ccccc1 (centres undefined)
10) Cc1ccc(S(=O)(=O)N2CCOCC2)cc1NC(=O)CNCc1ccccc1Cl
entry no.,6,7,8,9,10
RAD52 anneal inh,8,-8,-8,-4,-5
ARNT-TACC3 inh,-1,.,-10,-4,-1
PglD DTNB,-2,4,.,2,2
Casp6 inh,1,4,2,0,-1
ERp5 inh,3,-3,-7,5,-4
RAD54 inh,-20,-13,.,-2,4
E-selectin induc,2.7,0.1,.,.,-0.2
esBAF inh,3,-8,.,6,-4

11) CSC(=NS(=O)(=O)c1ccccc1)NNC(=O)c1c(-c2c(Cl)cccc2Cl)noc1C
12) CCc1ccc(Nc2ncnc3nc[nH]c23)cc1
13) CN(C)CC(=O)N1[C@@H]2c3ccc(-c4cccnc4)c(=O)n3C[C@H]1[C@H](CO)[C@H]2C(=O)NC1CCCC1
14) CCCc1ncc(C[n+]2ccccc2C)c(N)n1
15) COc1cc(C(C)=O)ccc1Oc1ncnc2c1cnn2-c1cccc(Cl)c1
entry no.,11,12,13,14,15
RAD52 anneal inh,8,-19,-2,5,-11
ARNT-TACC3 inh,.,1,.,-2,-14
PglD DTNB,.,1,.,1,-2
Casp6 inh,-1,1,-1,-6,0
ERp5 inh,-4,5,0,5,2
RAD54 inh,.,-3,.,3,-5
E-selectin induc,0.4,5.0,0.0,3.1,.
esBAF inh,.,8,.,0,.

# Whole records from above:
# CSC(=NS(=O)(=O)c1ccccc1)NNC(=O)c1c(-c2c(Cl)cccc2Cl)noc1C as listed: RAD52 anneal inh = 8; ARNT-TACC3 inh = .; PglD DTNB = .; Casp6 inh = -1; ERp5 inh = -4; RAD54 inh = .; E-selectin induc = 0.4; esBAF inh = .
# Cn1c(=O)[nH]c(=O)c2c1nc(SCC(O)CCl)n2Cc1ccccc1 (centres undefined) as listed: RAD52 anneal inh = -4; ARNT-TACC3 inh = -4; PglD DTNB = 2; Casp6 inh = 0; ERp5 inh = 5; RAD54 inh = -2; E-selectin induc = .; esBAF inh = 6

# Other structures follow.
16) COc1ccc(NC(=O)C(=O)N2N=C3CCCCC3C2(O)C(F)(F)F)cc1 (centres undefined)
17) CCCc1cc(=O)[nH]c(/N=C(/NC(=O)C(C)N2C(=O)c3ccccc3C2=O)Nc2ccccc2)n1 (centres undefined)
18) CC[C@H](C)[C@H](NC(N)=O)C(=O)Nc1ccc(NC(C)=O)cc1
19) COC(=O)C1CC(c2ccccc2)N(c2ccccc2)O1 (centres undefined)
20) CN1CCN(C(=O)C[C@H]2CC[C@H]3[C@H](COc4ccc(NC(=O)C5CCCC5)cc4C(=O)N3C)O2)CC1
entry no.,16,17,18,19,20
RAD52 anneal inh,-2,.,-9,-14,8
ARNT-TACC3 inh,9,-3,-5,.,.
PglD DTNB,.,9,4,4,.
Casp6 inh,0,.,0,2,-2
ERp5 inh,2,.,2,1,1
RAD54 inh,.,0,1,-2,.
E-selectin induc,.,.,.,-0.4,0.1
esBAF inh,.,6,-3,.,.

21) Cc1cc(O)c2c(c1)CC1C3CCC4CC(=O)CCC4(C)C3CC(=O)C21C (centres undefined)
22) Cn1c(CCN2CCOCC2)nc2cc(NC(=O)COc3ccc(Cl)cc3)ccc21
23) COCCN(CC(=O)Nc1cccc(C)c1C)C(=O)/C=C/c1ccc2c(c1)OCCO2
24) C/C=C/C=C(/NC(=O)c1ccccc1)C(=O)Nc1ccccc1
25) Cc1cc(C(=O)COC(=O)c2cccn2C)c(C)n1Cc1ccco1
entry no.,21,22,23,24,25
RAD52 anneal inh,-15,.,-6,-8,-14
ARNT-TACC3 inh,-2,26,.,-1,3
PglD DTNB,2,-6,1,.,-2
Casp6 inh,-1,.,3,-1,-1
ERp5 inh,0,.,-2,-1,-4
RAD54 inh,5,8,-8,7,-5
E-selectin induc,-0.2,.,.,-0.2,3.1
esBAF inh,1,-5,5,.,-76

26) O=C(Nc1ccccc1)N1CCCCN2[C@H](C1)[C@H](c1ccc(-c3ccncc3)cc1)[C@@H]2CO
27) COCC(=O)N1C[C@@H](C)[C@H](OC)CN(C)C(=O)c2cc(NC(=O)Nc3cccc(F)c3)ccc2OC[C@@H]1C
28) C#CCOCCOCCOCCNc1nc(N2CCN(C(=O)C([C@@H](C)CC)n3cc(C(N)Cc4ccc(O)cc4)nn3)CC2)nc(N2CCN(C(=O)[C@H](CCC(=O)O)n3cc(C(N)[C@H](C)CC)nn3)CC2)n1 (some centres undefined)
29) Cc1ccc(-c2ccccc2[C@H]2[C@@H](C#N)N(C(=O)c3cccc(F)c3)[C@H]2CO)cc1
30) CN(c1ccc(OCC(=O)OCC(=O)Nc2cccc([N+](=O)[O-])c2)cc1)S(=O)(=O)c1ccc(F)cc1
entry no.,26,27,28,29,30
RAD52 anneal inh,2,-11,-9,13,-23
ARNT-TACC3 inh,-5,-1,7,.,-1
PglD DTNB,0,1,-2,.,2
Casp6 inh,-7,2,-5,-1,0
ERp5 inh,-8,0,-2,-1,0
RAD54 inh,-18,-4,0,.,1
E-selectin induc,0.3,-0.1,0.0,0.0,-0.1
esBAF inh,-1,2,-9,.,-3

31) CCOC(=O)C1=C(C)NC(C)=C(C(=O)OCC)C1C(=O)OCC(=O)N1CCc2ccccc21
32) O=C(NCc1ccccc1F)c1cccc(S(=O)(=O)N2CCCCCC2)c1
33) Nc1nnc(SCC(=O)OCC(=O)Nc2ccccc2F)s1
34) O=C(C[C@@H]1CC[C@H]2[C@@H](COC[C@@H](O)CN2C(=O)Cc2ccccc2)O1)NC1Cc2ccccc2C1
35) CCCC(=O)Nc1ccc2c(c1)C(=O)N(C)C[C@@H](OC)[C@H](C)CN(C(=O)c1ccncc1)[C@H](C)CO2
entry no.,31,32,33,34,35
RAD52 anneal inh,.,-9,-17,-2,-12
ARNT-TACC3 inh,-2,2,-8,4,-1
PglD DTNB,2,6,.,4,1
Casp6 inh,.,0,-1,-3,3
ERp5 inh,.,-2,-3,2,-2
RAD54 inh,-9,-1,.,-6,-1
E-selectin induc,.,.,.,0.0,0.1
esBAF inh,-3,0,.,-9,-2

36) CCOc1ccc(/C=C2\CCCc3c2nc2ccccc2c3C(=O)O)cc1OC
37) Cc1cc(=O)oc2c(C)c(OC3CCCCC3=O)ccc12 (centres undefined)
38) CCOc1ccc(S(=O)(=O)N2CCCC(C(=O)NCc3ccccn3)C2)cc1Cl (centres undefined)
39) CCOc1ccc(S(=O)(=O)N2CCN(C)CC2)cc1NC(=O)c1ccccc1F
40) CSc1nc2c(c(=O)[nH]1)C(c1ccc(F)cc1)CC(=O)N2 (centres undefined)
entry no.,36,37,38,39,40
RAD52 anneal inh,.,-4,-13,4,-10
ARNT-TACC3 inh,5,.,45,-9,0
PglD DTNB,-2,.,-9,.,.
Casp6 inh,.,3,-5,-6,-2
ERp5 inh,.,0,0,1,3
RAD54 inh,i,.,0,-5,.
E-selectin induc,.,0.0,0.2,.,-0.3
esBAF inh,-2,.,0,-3,.

41) O=C(NCc1nnc(SCC(=O)N2CCCC2)o1)c1ccco1
42) COc1ccc(OC)c(NC(=O)c2ccno2)c1
43) Cc1c2cnn(CC(=O)Nc3c(F)c(F)cc(F)c3F)c(=O)c2c(C)n1Cc1ccccc1F
44) COC(=O)C1=C(C)N(C)C(=NCc2cccc(C(F)(F)F)c2)NC1c1ccc(C(F)(F)F)cc1 (centres undefined)
45) COc1ccc(Cl)cc1NC(=O)C/C(C)=N/NC(=O)c1ccccc1[N+](=O)[O-]
entry no.,41,42,43,44,45
RAD52 anneal inh,-2,-1,-31,-14,-10
ARNT-TACC3 inh,2,-19,-4,.,-3
PglD DTNB,.,0,.,.,-2
Casp6 inh,20,9,4,14,-3
ERp5 inh,1,4,-1,-1,-1
RAD54 inh,.,4,.,.,9
E-selectin induc,.,-1.5,1.0,-0.3,.
esBAF inh,-8,-5,1,.,-2

46) N#Cc1ccc(NC(=O)COC(=O)C2CCC2)cc1
47) CC(=O)N1CCc2ccc(S(=O)(=O)N3CC(C)OC(C)C3)cc21 (centres undefined)
48) CCOc1cc(C2NC(=O)c3ccccc3O2)ccc1OC (centres undefined)
49) Cc1cc(C)nc(NC(=O)c2cccs2)n1
50) CC(C)(C)c1ccc(N2C(=O)CC(C/C=C/c3ccccc3)C2=O)cc1 (centres undefined)
entry no.,46,47,48,49,50
RAD52 anneal inh,-11,-7,-26,6,-15
ARNT-TACC3 inh,.,22,-3,-4,-2
PglD DTNB,2,.,1,-4,8
Casp6 inh,0,-6,0,-1,-5
ERp5 inh,1,0,0,-7,4
RAD54 inh,4,.,12,25,-8
E-selectin induc,0.6,-0.3,0.1,0.5,0.0
esBAF inh,5,.,-13,.,-9

51) Cc1cc(=O)cc(C)n1-c1ccccc1Br
52) Cc1nc2c(nnn2Cc2c(Cl)cccc2Cl)c(=O)[nH]1
53) CCC(=O)N1C[C@@H](C)[C@H](OC)CN(C)C(=O)c2cc(NS(=O)(=O)CC)ccc2OC[C@@H]1C
54) COc1ccc(-n2c(=S)[nH]c3sc(-c4ccccc4)cc3c2=O)c(OC)c1
55) O=C(NCc1ccc(Cl)nc1)c1ccc2sc([C@@H]3O[C@H](CO)[C@H](O)[C@H](O)[C@H]3O)nc2c1
entry no.,51,52,53,54,55
RAD52 anneal inh,-10,14,-7,-12,-12
ARNT-TACC3 inh,-8,36,-5,1,.
PglD DTNB,-4,6,4,2,2
Casp6 inh,-3,0,0,-2,0
ERp5 inh,4,2,2,2,1
RAD54 inh,-3,4,-8,4,2
E-selectin induc,.,0.5,0.1,8.4,.
esBAF inh,-5,6,-4,.,-10

56) CN(C)c1ccc(/C=[N+](\[O-])C(C)(C)/C=N/O)cc1
57) CNc1n[nH]c(-c2ccccc2)n1
58) COc1ccc(-c2nc(CN3CCC(C(=O)NC4CCCC4)CC3)c(C)o2)cc1OC
59) O=C(OCc1ccccc1)/C(=C/c1ccccc1Cl)NC(=O)c1ccco1
60) CN(Cc1nc(-c2cccnc2)no1)S(=O)(=O)c1ccccc1
entry no.,56,57,58,59,60
RAD52 anneal inh,.,-5,-10,-16,.
ARNT-TACC3 inh,-3,.,-1,6,-4
PglD DTNB,2,4,-3,0,-1
Casp6 inh,.,0,-3,4,.
ERp5 inh,.,3,3,-2,.
RAD54 inh,4,0,2,0,-9
E-selectin induc,.,-0.1,3.4,.,.
esBAF inh,-5,18,-2,-6,-9

# Compounds were not picked by outcome, and some 3.2% of all compounds hit somewhere here.
